# Lamin A splicing: modulators of lamin A splicing. actives 0.01% (n = 200,000). Potency, µM (titrated, usually from 46.1 µM), for inactives: at the top dose ratio change, negative = inhibition, hits mostly inhibitors. HeLa LMNA splicing GFP/RFP minigene ratio, 48 h; active = well fitted inhibition curve with a large enough effect in the signal ratio, with a control signal flat, not every such curve was filed as active; inconclusive = small, poorly fitted or top-dose-only effect, or effect the other way, or a change in a side signal; the % refers to the signal ratio; also: potency is read from the fitted curve at half-maximal effect; % is scaled to controls: 0 for no effect and ±100 for the full control effect
#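 Read-out is the ratio of GFP to DsRed2 object intensity, acquired by 488 nm laser-scanning cytometry on HeLa lamin A-EGFP minigene reporter cells. Compound incubation 48 hrs at 37 °C in Opti-MEM with 2% FBS; DMSO 0.5% final.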
# HttQ103 aggreg: reduces HttQ103-GFP aggregates in PC12 cells; PC12 HttQ103-GFP aggregates, Acumen cytometry, 40 h; Potency, µM (doses to about 46.1 µM), for the others: at the top dose activity change, negative = inhibition, hits mostly inhibitors; actives 1.1% (n = 220,000); AID 1688; also: potency is read from the fitted curve at half-maximal effect; % is scaled to controls: 0 for no effect and ±100 for the full control effect; nearly all actives have a fitted effect of over 60% in size
#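 Quantitative HTS on tebufenozide-induced (100 nM) PC12 cells stably expressing polyQ103 Huntingtin exon 1–GFP. Reduction of bright GFP aggregates, detected by laser scanning cytometry after lysis, identified actives across the titration.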
# CBFb RUNX1 block: inhibitors of human CBF-beta and RUNX1 interaction | Q01196+Q13951 | AlphaScreen CBFb-His/RUNX1-biotin binding, biochemical | Potency, µM (series often up to 59.8 µM), for the others: top-dose activity, negative = inhibition, hits mostly inhibitors | 230,000 tested, under 10 active; also: % of control where 0% means no effect
# Target sequence (Q01196 whole entry, looked up): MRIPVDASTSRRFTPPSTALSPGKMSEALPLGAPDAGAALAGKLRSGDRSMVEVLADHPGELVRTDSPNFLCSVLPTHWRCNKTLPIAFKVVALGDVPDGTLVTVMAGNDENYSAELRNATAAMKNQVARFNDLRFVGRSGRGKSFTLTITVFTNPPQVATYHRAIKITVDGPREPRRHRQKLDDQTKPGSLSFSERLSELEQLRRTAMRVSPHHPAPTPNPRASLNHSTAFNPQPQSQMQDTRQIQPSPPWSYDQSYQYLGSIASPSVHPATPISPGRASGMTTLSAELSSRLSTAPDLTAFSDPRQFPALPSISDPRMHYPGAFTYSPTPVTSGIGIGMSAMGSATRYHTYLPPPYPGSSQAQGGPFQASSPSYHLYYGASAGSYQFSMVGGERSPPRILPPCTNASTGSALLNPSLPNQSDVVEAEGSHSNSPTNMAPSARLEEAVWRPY
# Target sequence (Q13951 whole entry, looked up): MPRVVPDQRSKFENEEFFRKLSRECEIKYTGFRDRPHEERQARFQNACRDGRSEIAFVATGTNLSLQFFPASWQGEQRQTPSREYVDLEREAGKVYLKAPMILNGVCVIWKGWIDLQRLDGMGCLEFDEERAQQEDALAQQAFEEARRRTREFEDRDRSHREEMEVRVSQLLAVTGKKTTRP
#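 His-tagged CBF-beta and biotinylated RUNX1 (30 nM each) were premixed 20 min at room temperature, exposed to compound for 15 min, then given nickel-chelate and streptavidin AlphaScreen beads (50 ng each). After 90 min, AlphaScreen signal was read.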
# Luc counter: counter-screen: inhibitors of Kinase-Glo firefly luciferase; actives 0.28% (n = 200,000); Kinase-Glo luciferase, ATP luminescence, 8 min; Potency, µM (top dose mostly 38.3 µM), for inactives: at the highest dose activity change, negative = inhibition, hits mostly inhibitors; Q27757; also: potency is read from the fitted curve at half-maximal effect; % is scaled to controls: 0 for no effect and ±100 for the full control effect; nearly all actives have a fitted effect of over 60% in size
#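 Substrate mix (final 50 mM imidazole pH 7.2, 50 mM KCl, 7 mM MgCl2, 10 uM ATP, 0.01% Tween 20, 0.05% BSA) plus pin-tool compound, then Kinase-Glo detection mix; 8 min ambient, luminescence read.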
# NPSR antag: blocks cAMP signaling of the human neuropeptide S receptor | Q6W5P4 | CHO-NPSR cells, cAMP TR-FRET, antagonist mode | Potency, µM (doses to about 38.3 µM), without a hit: top-dose activity change, negative = inhibition, actives largely listed as inhibitors | actives 1% (n = 220,000); also: potency is read from the fitted curve at half-maximal effect; % is scaled to controls: 0 for no effect and ±100 for the full control effect; nearly all actives have a fitted effect of over 50% in size; many of its hits are not listed in these tables
# Target sequence (Q6W5P4 whole entry, looked up): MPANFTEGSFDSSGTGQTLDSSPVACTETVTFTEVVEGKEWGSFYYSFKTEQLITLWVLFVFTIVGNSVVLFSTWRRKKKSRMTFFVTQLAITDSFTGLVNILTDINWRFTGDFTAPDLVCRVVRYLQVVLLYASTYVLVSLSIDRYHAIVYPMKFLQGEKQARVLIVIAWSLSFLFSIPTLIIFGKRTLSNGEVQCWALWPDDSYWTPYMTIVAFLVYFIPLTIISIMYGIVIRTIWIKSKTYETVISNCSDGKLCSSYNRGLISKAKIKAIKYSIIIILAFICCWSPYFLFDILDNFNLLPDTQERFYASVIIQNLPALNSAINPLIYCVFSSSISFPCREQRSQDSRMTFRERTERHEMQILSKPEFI
# Epigenetic reg: epigenetic control regulation, reporter derepression; murine LDR cells, GFP reporter derepression, 30 h; Potency, µM (top dose mostly 53.9 µM), for inactives: top-dose GFP activation, usual class: activators; actives 0.2% (n = 280,000); AID 1865; also: potency is read from the fitted curve at half-maximal effect; % of control where 0% means no effect; nearly all actives have a fitted effect of over 60% in size
#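 Murine LDR cells carrying a silenced, genomically integrated CMV-driven GFP reporter were exposed to compound for 30 hours at 37 C. After PBS washes, GFP-positive cells (20–120 um objects) were counted by laser-scanning microplate cytometry.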
# IMPase Li cell: cell-permeable IMPase inhibitors with lithium potentiation | Potency, µM (series often up to 59.4 µM), without a hit: at the top dose activity, negative = IMPase inhibition, usual class: inhibitors | CHO-M1 cells, IP1 TR-FRET (IP-One), carbachol + lithium | actives 0.35% (n = 210,000) | AID 1457;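 also: IP1 builds up when IMPase is blocked and the TR-FRET signal falls; potency is read from the fitted curve at half-maximal effect; plate controls were basal vehicle for no effect and high inhibitor control for full effect; nearly all actives have a fitted effect of over 50% in size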
#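 Readout is a homogeneous TR-FRET IP1 immunoassay (Ex 320, Em 665 and 620), where raised cytosolic IP1 lowers signal. Cells were CHO-M1 treated 30 min at 37C with test compounds plus a little lithium; AC50 values came from Hill-equation fitting.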
# An asterisk follows results filed as active; ? = inconclusive; nt = no result given; & = joins results of further samples; [ ] = another dose, or the depositor's remark. Unless noted, calls follow the shape of the dose curve; as a rule, active = well fitted curve in the direction sought with a large enough effect; inconclusive = small, poorly fitted or top-dose-only effect, or another doubt; inactive = no such curve, though single readings can be large; an effect the other way counts as inactive or inconclusive.
no. | Structure | NPSR antag | HttQ103 aggreg | Luc counter | Lamin A splicing | IMPase Li cell | Epigenetic reg | CBFb RUNX1 block
1 | CC(NC(=O)CSc1nc2ccccc2c(=O)[nH]1)c1ccccc1 (configuration not stated) | 8%[46.1 µM] | -6% | 3% | -5% | 3% | -1.0% | -2%
2 | CCn1cc(C(=O)N(CCCN2CCOCC2)Cc2ccco2)c(=O)c2ccc(C)nc21 | -10%[46.1 µM] | 7% | -3% | 7% | 11%[38.3 µM] | -1.0% | 5%
3 | Cc1ccc(SCc2ccc(C(=O)Nc3cccc([N+](=O)[O-])c3C)cc2)cc1 | -12%[46.1 µM] | -7% | -3% | 4% | -3%[38.3 µM] | 1.0% | 0%
4 | NCCNC(=O)Cc1cccc(NC(=O)Cc2ccc(Nc3ncnc4c3ncn4[C@@H]3O[C@H](CO)[C@@H](O)[C@H]3O)cc2)c1 | 19% | ? | nt | nt | nt | 0.0% | 8%
5 | O=c1nc2scc(-c3ccccc3)n2c2ccccc12 | -7%[46.1 µM] | -10% | -2% | 1% | 3%[38.3 µM] | -0.7% | 4%
6 | O=C(Nc1sc2c(c1C(=O)NCc1ccco1)CCCC2)c1ccc2c(c1)OCO2 | -4%[46.1 µM] | 7% | 5% | -6% | 4% | 4.7% | -7%
7 | Cc1onc(-c2ccccc2Cl)c1C(=O)OCN1C(=O)c2ccccc2C1=O | -16%[46.1 µM] | -3% | -2% | -7% | 11%[38.3 µM] | -1.6% | 11%
8 | O=C(O/N=C1/CCSc2ccccc21)c1ccc(F)cc1 | -6%[46.1 µM] | -7% | ? | -6% | -4%[38.3 µM] | -1.1% | 9%
9 | COc1ccccc1N1CCN(C(=O)c2oc3ccc(F)cc3c2C)CC1 | -3% | 11µM* | 1% | ? | 7% | -3.0% | 12%
10 | CCCn1c(=S)[nH]c2cc(OC)c(OC)cc2c1=O | -4%[46.1 µM] | 8% | 2% | ? | -4%[38.3 µM] | -1.6% | -4%
11 | CC(C)CCn1c(N2CCN(Cc3ccccc3)CC2)nc2c1c(=O)[nH]c(=O)n2C | -10%[46.1 µM] | ? | -6% | 8% | 23%[38.3 µM] | -1.0% | 2%
12 | O=C(CN1C(=O)C2(OCCCO2)c2ccccc21)NCc1ccccc1 | -12%[46.1 µM] | -14% | 0% | 4% | 8%[38.3 µM] | 0.0% | 4%
13 | CN(C)c1nc(N)nc(Cn2nnc(-c3ccc(C(F)(F)F)cc3)n2)n1 | 7% | -26% | -1% | nt | 3% | 2.5% | 3%
14 | COc1ccccc1N1CCN(C(=O)c2ccc(C(C)(C)C)cc2)CC1 | ? | -1% | 1% | ? | 24%[38.3 µM] | -1.1% | 1%
15 | COC(=O)c1ccc(C(/C=C/[C@@H](C)C(=O)NCc2ccccc2)NC(=O)OCc2ccccc2)cc1 (some centres not stated) | nt | nt | -4% | nt | 1% | -2.3% | 3%
16 | O=C(Nc1nnc(-c2ccncc2)o1)c1ccccc1F | 1% | -16% | -3% | 11%[46 µM] | -5% | 1.3% | nt
17 | CCc1ccc(NC(=O)c2cc(C)on2)cc1 | 5%[46.1 µM] | 15% | -6% | 6% | -14%[38.3 µM] | -1.0% | 5%
18 | O=C(N/N=C/c1c[nH]c2ccccc12)C1CC1(c1ccccc1)c1ccccc1 (configuration not stated) | ? | ? | nt | ? | nt | 0.0% | -11%
19 | Cc1ccc(C)c(-n2c(C)cc(/C=N/NC(=O)c3c(C)nc4cc(C)ccn34)c2C)c1 | ? | -9% | -2% | ? | 29% | 8.0% | 11%
20 | Cc1ccccc1N(C)C(=O)c1coc(=O)c2ccccc12 | -24%[46.1 µM] | -5% | -2% | 14% | -14%[38.3 µM] | -0.9% | 4%
21 | Cc1ccc2nc(N(CCCN(C)C)C(=O)CCc3ccccc3)sc2c1 | -13% | -9% | 4% | -6% | 10% | -1.0% | -1%
22 | C=CCSC1=N/C(=C\c2ccsc2)C(=O)S1 | -3%[46.1 µM] | 4% | -1% | 15% | -6%[38.3 µM] | 3.7% | -2%
23 | COc1ccc(-c2nnnn2C)cc1S(=O)(=O)NCc1ccccc1 | 6%[46.1 µM] | -4% | -9% | -4% | -2%[38.3 µM] | 0.3% | -2%
24 | CCOC(=O)C1=C(c2cccc(Oc3ccccc3)c2)NC(=S)NC1C (configuration not stated) | ? | 11µM* | -3% | ? | 35%[activator][38.3 µM] | 4.2% | 4%
25 | CC#CC[N+](C)(C)CC(=O)c1ccccc1 | 19% | 1%[9.22 µM] | nt | nt | nt | -1.0% | -11%

# Record cards, as listed above:
# CCOC(=O)C1=C(c2cccc(Oc3ccccc3)c2)NC(=S)NC1C (configuration not stated) across the screens: NPSR antag = ?; HttQ103 aggreg = 11µM*; Luc counter = -3%; Lamin A splicing = ?; IMPase Li cell = 35%[activator][38.3 µM]; Epigenetic reg = 4.2%; CBFb RUNX1 block = 4%
# Cc1ccc2nc(N(CCCN(C)C)C(=O)CCc3ccccc3)sc2c1 across the screens: NPSR antag = -13%; HttQ103 aggreg = -9%; Luc counter = 4%; Lamin A splicing = -6%; IMPase Li cell = 10%; Epigenetic reg = -1.0%; CBFb RUNX1 block = -1%
# O=c1nc2scc(-c3ccccc3)n2c2ccccc12 across the screens: NPSR antag = -7%[46.1 µM]; HttQ103 aggreg = -10%; Luc counter = -2%; Lamin A splicing = 1%; IMPase Li cell = 3%[38.3 µM]; Epigenetic reg = -0.7%; CBFb RUNX1 block = 4%

# The list goes on.
no. | Structure | NPSR antag | HttQ103 aggreg | Luc counter | Lamin A splicing | IMPase Li cell | Epigenetic reg | CBFb RUNX1 block
26 | O=C(COC(=O)c1cc(-c2ccccn2)nc2ccccc12)Nc1ncc(C(F)(F)F)cc1Cl | -25% | 2%[9.22 µM] | nt | nt | nt | 0.0% | ?
27 | CCOc1ccccc1N1CC(C(=O)Nc2ccccc2N2CCOCC2)CC1=O (configuration not stated) | -19%[46.1 µM] | 20% | -5% | 5% | 28%[38.3 µM] | -4.7% | -10%
28 | OC(CN1CCN(c2ccccc2)CC1)c1c[nH]c2ccccc12 (configuration not stated) | 6%[46.1 µM] | -12% | -4% | -13% | 6%[38.3 µM] | 2.7% | -3%
29 | N#CC1=C(S)N(c2ccccc2)C(c2ccco2)NC1=O (configuration not stated) | -8% | -5%[9.22 µM] | -6% | nt | 0% | 0.0% | 19%
30 | Cc1cc(C)c(S(=O)(=O)Nc2cccc(S(=O)(=O)NC3=NCCC3)c2)c(C)c1 | 5% | -1% | 0% | -23%[46 µM] | 7% | -1.4% | 6%
31 | O=C(O)CC1(CC(=O)Nc2ccc3ccccc3c2)CCCCC1 | -5%[46.1 µM] | 11% | -5% | -3% | ? | -2.8% | 4%
32 | O=C(O)CSCCC(=O)Nc1ccc(F)cc1 | -10%[46.1 µM] | -8% | nt | 10% | nt | -1.8% | 11%
33 | FC(F)(F)c1ccc(-c2nc(=S)[nH][nH]2)cc1 | 14% | 0%[9.22 µM] | nt | nt | nt | -0.7% | 1%
34 | O=C(c1ccco1)N1CCCN(Cc2nc(-c3ccc4c(c3)OCO4)no2)CC1 | -16% | -9%[9.22 µM] | 4% | ? | 8% | -2.5% | -30%
35 | Cc1ccc2c(c1)COc1c3ccc(C(=O)N4CCCCC4)cc3nn1-2 | 9% | 9%[9.22 µM] | nt | nt | nt | -0.4% | -2%
36 | CCCCOc1ccccc1NC(=O)c1ccco1 | 2%[46.1 µM] | 23% | 4% | -5% | 20%[38.3 µM] | 6.5% | 2%
37 | COc1ccc(Cc2noc(CN3CCN(Cc4cccc(Cl)c4)CC3)n2)cc1OC | 3% | 15%[9.22 µM] | nt | nt | 11% | -0.2% | -2%
38 | COC(=O)c1sc2ccccc2c1C(=O)OC | 4%[46.1 µM] | 30% | 0% | ? | -14%[38.3 µM] | 0.9% | 8%
39 | Cn1c(SCc2nc3ccccc3s2)nnc1-c1ccc2c(c1)OCO2 | -2%[46.1 µM] | 4% | 4% | 12% | 21%[38.3 µM] | -1.1% | -1%
40 | Cc1cccc(OCC(=O)N/N=C/c2ccccc2C(=O)O)c1 | -2% | 24% | -2% | nt | -3% | -5.2% | -3%
41 | C/C(=N\O)C(C)(C)Nc1ccccc1F | 3% | -8%[9.22 µM] | nt | nt | nt | 1.1% | 9%
42 | CCN(CCNC(=O)C1CCN(S(C)(=O)=O)CC1)c1ccccc1 | -10%[46.1 µM] | -21% | -1% | -2% | -5% | 0.0% | 0%
43 | CCC(NC(C)C)C(O)c1ccc(O)c(O)c1 (configuration not stated) | -6% | ? | 0%&-3% | ? | 4%&6% | -0.8%&1.0% | 4%&-7%
44 | CC(C)(O)/C=C1/Oc2ccccc2C1N1CCCCC1 (configuration not stated) | 3%[46.1 µM] | 3% | 7% | -2% | -26%[38.3 µM] | -0.8% | 3%
45 | O=C(CNC(=O)c1ccco1)OCC(=O)c1ccc(Cl)cc1 | 14% | -5%[9.22 µM] | -5% | nt | 2% | -1.4% | 7%
46 | Cc1nnc(N(C)C(=O)c2cnccn2)s1 | -2% | 6%[9.22 µM] | 1% | 6%[46 µM] | -2% | -0.6% | 3%
47 | CN(C)c1cc[n+](CC(=O)c2ccc(Br)cc2)cc1 | 12% | ? | 1% | nt | 17% | 3.6% | 3%
48 | COc1cccc(C2C(C(=O)Nc3ccccc3)=C(C)N=c3s/c(=C/c4ccc(OCC(=O)O)cc4)c(=O)n32)c1 (configuration not stated) | -2% | 15% | 1% | -5% | 1% | -1.9% | 0%
49 | Cc1ccc(S(=O)(=O)N2CCOCC2)cc1NC(=O)CN1CCC(Cc2ccccc2)CC1 | -22% | -4%[9.22 µM] | -1% | nt | 17% | 0.3% | -3%
50 | N#CCCCCn1c(-c2cncs2)nc2ccccc21 | 9%[46.1 µM] | 6% | -2% | 8% | -17%[38.3 µM] | 0.0% | 1%
51 | Cc1cc(F)ccc1S(=O)(=O)Nc1c(C)n(C)n(-c2ccccc2)c1=O | -7%[46.1 µM] | -3% | 3% | -3% | 6%[38.3 µM] | -1.2% | 5%
52 | O=C(CCn1cnc2ccccc2c1=O)Nc1cccc(Cl)c1 | -4%[46.1 µM] | 9% | -1% | 10% | 6%[38.3 µM] | -1.1% | 4%
53 | CNC(=S)N1N=C(c2ccccc2)CC1c1ccc(OC)c(OC)c1 (configuration not stated) | 12% | -11% | 0% | -11% | 0% | -1.0% | -5%
54 | O=C1C=C(NNC(=O)c2ccccc2Br)CCC1 | 8% | -9% | -2% | -1% | 3% | -1.8% | 2%

# Assay outcomes (PubChem)

# The list is partial; the hit share may differ from the screen's.
